# Shn3 3UTR inh – reduction of Shn3 3'UTR firefly luciferase signal, primary screen, Schnurri-3 inhibitor project, cell-based, Clone20 osteoblasts, set 2 | Clone20 osteoblast Shn3 3'UTR firefly luciferase, 24 h | AID 588674, 2011 | 360,000 compounds, 0.52% hits | inhibition, % at 12.5 µM;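 active = mean inhibition of at least 75% with every replicate also reaching 75%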;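 also: 0% = median of neutral control wells and 100% = pilot-screen positive control compound; some compounds past the cut are filed as inactive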
# CF NFkB block – inhibitors of PAF-induced NF-kB signaling, primary screen, cell-based, GFP fluorescence, uHTS | KKLEB NF-kB-GFP reporter, GFP fluorescence overnight | inhibition, % at 5 µM | 360,000 compounds, 0.86% hits;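 active = at least 50% inhibition at 5 µM, scaled per plate between neutral and stimulator controls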;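 also: PAF is a Pseudomonas aeruginosa culture filtrate used as stimulus; plate controls were PAF-stimulated DMSO wells for no effect and unstimulated DMSO wells for full effect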
# NR2E3 ag-1 – NR2E3 agonists in two-hybrid cells, primary screen, cell-based, luminescence, CHO-S, Gal4-NCOR/VP16-NR2E3. luciferase. inhibition of corepressor binding, % at 3.98 µM. 360,000 compounds, 0.35% hits. AID 602229, 2012;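 active = inhibition above the mean of all tested compounds plus 3 SD, cut at about 70% in these data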;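 also: 0% = DMSO with NR2E3 transfected cells and 100% = cells lacking NR2E3 construct; higher means lower luciferase signal from less NR2E3 corepressor binding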
# Target sequence (Q9Y5X4 whole entry, looked up, the tested form may be a part): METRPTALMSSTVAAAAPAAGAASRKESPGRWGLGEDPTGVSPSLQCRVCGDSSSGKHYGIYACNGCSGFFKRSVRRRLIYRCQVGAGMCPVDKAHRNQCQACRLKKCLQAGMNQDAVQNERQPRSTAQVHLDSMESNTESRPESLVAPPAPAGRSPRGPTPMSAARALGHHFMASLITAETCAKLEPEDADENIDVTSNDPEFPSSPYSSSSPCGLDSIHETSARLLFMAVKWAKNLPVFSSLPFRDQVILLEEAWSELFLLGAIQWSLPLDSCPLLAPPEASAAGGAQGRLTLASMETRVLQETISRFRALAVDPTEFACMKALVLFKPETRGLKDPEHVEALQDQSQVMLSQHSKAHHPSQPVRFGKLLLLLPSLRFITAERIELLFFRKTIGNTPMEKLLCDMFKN
# TWEAK Fn14 block – inhibitors of TWEAK-Fn14 signaling, primary screen, luciferase reporter cells, uHTS. inhibition, % at 10 µM. 360,000 compounds, 2% hits. TWEAK-stimulated Fn14 reporter cells, luciferase luminescence, 8 h. AID 1159606, 2016; in the data active = inhibition above about 50%
# NR2E3 ag-2 – inhibitors of NR2E3-RetCOR corepressor binding, primary screen, NR2E3 agonist project, biochemical, TR-FRET, GST-NR2E3, biotin-RetCOR | 320,000 compounds, 0.12% hits | 1536-well | inhibition of corepressor binding, % at 4.78 µM | AID 2300, 2010;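 active = percent inhibition above the cutoff of mean plus 3 SD of all tested compounds, set per screening campaign, cut at about 20% in these data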;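 also: 0% = DMSO wells and 100% = biotin wells as full block of FRET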
#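 Material: NR2E3–RetCOR corepressor complex | Quantity: 1.35 nM GST-tagged NR2E3 final | Schedule: 5 h at 4 °C | Replication: Singlicate compound wells | Reagent: RetCOR corepressor, biotinylated, 7 nM | Controls: Biotin wells as high control, 0.6% DMSO wells as low control | Signal: TR-FRET, Eu(K)-anti-GST donor, streptavidin-D2 acceptor, ex 340, em 617/671 nm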
# Peg3 prom inh – Peg3 promoter-driven luciferase inhibitors, primary screen, cell-based, HeLa, luciferase luminescence. inhibition, % at 20 µM. HeLa PEG-Prom luciferase reporter, overnight. AID 588405, 2011. 360,000 compounds, 1.7% hits;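 active = inhibition of at least 50% at 20 µM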
# HIF-2a inh – HIF-2a reporter inhibitors, primary screen, luminescence, 786-0 RCC cells. 360,000 compounds, 0.72% hits. 786-0 RCC cells HIF-2a reporter, luciferase luminescence, overnight. inhibition, % at 18.8 µM;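 active = inhibition of the luminescence signal of 40% or more relative to plate controls, in a single-dose primary screen at 18.75 µM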
# hiPSC survival – enhancers of single-cell hiPSC survival, primary screen, ATPlite luminescence; 100% = ROCK inhibitor wells, 0% = DMSO; survival enhancement, % at 20 µM; 360,000 compounds, 0.044% hits; AID 602274, 2012; in the data active = survival enhancement above about 18%;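 also: cells exposed to compounds for 16 hours before the ATP read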
# TRPM1 prom inh – inhibitors of MITF-dependent TRPM1 promoter reporter, primary screen, cell-based, SK-MEL-5, single point, luciferase; SK-MEL-5 TRPM1 promoter luciferase, 24 h; inhibition, % at 12.5 µM; 330,000 compounds, 0.83% hits; AID 488899, 2010;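 active = mean inhibition across replicates of 60% or more, whatever share of single replicates reaches that level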; also: values of inactives mirror those of a sister screen read the other way
# KKLEB cytotox – cytotoxicity in KKLEB CF airway cells, primary screen, cytotoxicity control for CF NF-kB inhibitor project, cell-based, uHTS, fluorescence assay plates; KKLEB CF airway cells viability, ATPlite luminescence, overnight; active compounds read low; cells stimulated with P. aeruginosa culture filtrate; 360,000 compounds, 0.36% hits; activity change (cytotoxicity), % at 5 µM;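 active = corrected activity change at or below -50% at 5 µM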
# aDG glyco up – activators of alpha-DG glycosylation, primary screen, uHTS, Pro5-aDG cells, AlphaScreen; alpha-DG glycosylation AlphaScreen (IIH6); 0% Pro5, 100% B10-LARGE cell signal; activation, % at 10 µM; 360,000 compounds, 0.22% hits;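 active = activation of at least 8% versus controls, or a plate z-score of at least 8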;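 also: Pro5 are CHO cells carrying HIG-tagged alpha-DG that lacks glycosylation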
# The depositor's hits bear a star; nt = no result given.
SMILES,Shn3 3UTR inh,CF NFkB block,NR2E3 ag-1,TWEAK Fn14 block,NR2E3 ag-2,Peg3 prom inh,HIF-2a inh,hiPSC survival,TRPM1 prom inh,KKLEB cytotox,aDG glyco up
COc1ccc(N2CCN(CC(O)COc3ccc4c(c3)CCC4)CC2)cc1 (stereo not given),-11.0,-2.3,-28.7,11.4,0.2,35.0,11.2,-2.8,15.0,-9.6,0.0
CC(Oc1ccc(-c2nnco2)cc1)C(=O)N1CCOCC1 (stereo not given),-6.1,-2.8,19.9,18.1,1.6,12.8,3.6,-0.4,-2.0,-6.4,0.0
Cc1ccc(N(CC(=O)NC(C)(C)C)C(=O)CNC(=O)c2cccs2)cc1,22.1,-8.4,-16.0,7.4,2.6,0.7,6.4,-0.9,-21.2,1.6,0.2
CCOC(=O)Cn1c(=N)n(CCOc2cccc(C)c2)c2ccccc21,0.7,2.2,-5.5,-1.4,4.5,3.7,28.7,-3.2,0.3,-9.0,0.2
Cc1ccc(NS(=O)(=O)c2ccc(NC(=O)C3CC3)cc2)cc1C,54.6,-32.4,39.8,12.5,nt,3.5,13.8,0.4,-3.9,19.7,0.8
CN=C1S/C(=C\c2ccc(N3CCOCC3)cc2C)C(=O)N1C,-9.4,-15.1,-22.4,-13.2,0.1,-73.0,-17.6,0.4,-17.0,0.6,-0.1
O=C(CN1C(=O)COc2ccc(Cl)cc21)N1CCCCC1,-7.1,-21.7,-18.3,1.1,-2.7,16.6,1.5,0.3,6.0,9.4,-0.1
CC(=O)N1CCN(S(=O)(=O)c2cccc(C(=O)OCC(=O)N(CCC#N)c3ccc(F)cc3)c2)CC1,-16.8,-2.0,17.2,13.1,1.6,-4.8,1.1,4.5,7.6,-0.8,-0.1
CCOc1ccc(S(=O)(=O)NNS(=O)(=O)c2ccc(C)cc2C)cc1,3.1,5.5,-8.0,10.1,1.8,8.7,-2.0,-0.4,2.4,1.7,-0.1
CCCOc1ccc(C(=O)c2nc3c(n2O)CCCCC3)cc1,-12.1,5.1,-0.2,12.1,-1.8,-19.1,0.6,0.6,0.4,4.7,-0.4
COc1ccc(CCNS(=O)(=O)CCNC(=O)c2ccc3c(c2)OCO3)cc1,-12.6,-6.4,8.1,-1.2,3.1,-10.3,19.1,-0.2,-1.1,8.3,0.0
O=C(c1ccccc1)c1c[nH]cc1-c1ccccc1,-0.1,2.2,7.7,12.7,-2.0,-5.5,7.5,-0.9,-21.1,4.1,2.3
O=C(COC(=O)c1ccc2c(=O)n3c(nc2c1)CCC3)NC1CCS(=O)(=O)C1 (stereo not given),-0.9,10.7,-12.2,5.4,3.8,15.2,1.2,0.2,-10.9,-2.5,0.3
COc1ccc(CNC(=O)C[C@H]2C[C@H](C(=O)N3CCOCC3)[C@@]3(CCC4CCCC4)c4[nH]c5cc(-c6ccco6)ccc5c4CCN3C2=O)cc1OC,16.0,29.6,-19.8,14.0,nt,17.4,-22.0,0.5,21.5,-3.6,0.0
COc1ccc(C(=O)Nc2nc(C)c(C(=O)N(C)C)s2)cc1OC,-29.7,-0.1,-17.6,-6.6,-0.8,-85.9,-110.0,-3.0,-32.6,1.3,-0.1
Cc1ccc(S(=O)(=O)NCCc2cc3ccc(C)c(C)c3[nH]c2=O)cc1,38.5,-3.9,-5.7,2.6,1.2,19.9,-1.0,-0.4,-0.4,-16.6,0.3
O=C(CSc1nnc2ccc(-c3ccccc3)nn12)NCC1CCCO1 (stereo not given),6.4,-1.6,-11.8,-1.2,-0.6,14.0,14.5,1.5,-3.9,0.8,-0.1
COC(=O)c1cc(C(=O)CC(C)C)c[nH]1,-48.5,8.8,-19.0,11.9,2.7,1.9,-2.7,-0.5,-6.6,0.5,0.1
COc1cccc(NC(=O)C2CCCO2)c1 (stereo not given),-8.6,-1.3,-13.8,-4.4,6.0,-22.7,0.8,1.3,0.7,8.2,-0.2
CCOC(=O)Cc1[nH]nc2c1C(C1C=CCCC1)C(C#N)=C(N)O2 (stereo not given),-6.0,10.7,-8.2,28.6,5.8,21.9,25.2,6.2,8.5,-1.9,0.1
CC1Cc2c([nH]c3ccccc23)C(=O)N1 (stereo not given),5.1,-21.9,-9.5,0.5,2.0,-34.9,-17.6,0.9,1.4,-1.0,-0.1
COc1ccc(OCCSc2nnc3sc4ccccc4n23)cc1,13.7,-12.2,-102.1,-20.9,5.4,-178.5,-295.2,-0.2,-12.6,8.5,-0.2
C/C(=N\NC(=O)c1ccc(O)cc1)c1ccc(NC(=O)Cc2ccccc2)cc1,-2.2,3.7,-87.0,-36.1,nt,-49.5,-179.3,-0.3,-43.9,2.0,-0.1
Cc1nonc1C1CCCN1Cc1cn[nH]c1-c1ccc2c(c1)OCO2 (stereo not given),-2.6,11.7,-25.3,-9.2,-3.5,10.2,19.4,0.0,4.3,-9.6,0.0
CC(C)OCCCn1c(SC(C)C(=O)NC2CC2)nc2ccccc2c1=O (stereo not given),11.3,-15.1,2.6,5.6,-5.7,3.2,-15.2,0.9,-8.2,-3.3,-0.1

# A different layout for part of the listing above:
# The line under a structure holds: Shn3 3UTR inh | CF NFkB block | NR2E3 ag-1 | TWEAK Fn14 block | NR2E3 ag-2 | Peg3 prom inh | HIF-2a inh | hiPSC survival | TRPM1 prom inh | KKLEB cytotox | aDG glyco up
> CC1Cc2c([nH]c3ccccc23)C(=O)N1 (stereo not given)
  5.1 | -21.9 | -9.5 | 0.5 | 2.0 | -34.9 | -17.6 | 0.9 | 1.4 | -1.0 | -0.1
> CCCOc1ccc(C(=O)c2nc3c(n2O)CCCCC3)cc1
  -12.1 | 5.1 | -0.2 | 12.1 | -1.8 | -19.1 | 0.6 | 0.6 | 0.4 | 4.7 | -0.4
> CCOc1ccc(S(=O)(=O)NNS(=O)(=O)c2ccc(C)cc2C)cc1
  3.1 | 5.5 | -8.0 | 10.1 | 1.8 | 8.7 | -2.0 | -0.4 | 2.4 | 1.7 | -0.1
> COc1cccc(NC(=O)C2CCCO2)c1 (stereo not given)
  -8.6 | -1.3 | -13.8 | -4.4 | 6.0 | -22.7 | 0.8 | 1.3 | 0.7 | 8.2 | -0.2

# Later entries.
SMILES,Shn3 3UTR inh,CF NFkB block,NR2E3 ag-1,TWEAK Fn14 block,NR2E3 ag-2,Peg3 prom inh,HIF-2a inh,hiPSC survival,TRPM1 prom inh,KKLEB cytotox,aDG glyco up
CCOC(=O)C1=CN(Cc2ccco2)S(=O)(=O)N(C)C1c1ccc(F)c(Cl)c1 (stereo not given),4.3,-6.4,-5.4,-1.6,nt,5.5,3.0,-2.5,-6.5,8.4,0.2
Cc1cccc(NC(=O)CSc2nnnn2C2CCCC2)c1,5.7,13.9,15.9,-16.7,nt,-1.1,-31.9,1.0,0.2,-7.1,-0.1
O=C(NC(=S)N1CCCc2ccccc21)c1ccco1,-6.6,-10.1,-14.7,51.9*,6.8,-28.1,-71.7,-0.1,-8.6,1.3,1.2
Cc1ccc(CNC(=O)c2cc3c(s2)CN(Cc2ccccc2)C3)cc1,-10.3,18.8,0.9,11.6,20.5*,-2.5,9.3,0.7,-2.7,-13.4,0.0
O=C(Nc1nccs1)c1ccc(S(=O)(=O)N2CCCCC2)cc1,6.1,-6.6,-6.1,13.4,2.5,-18.1,-53.8,1.2,-11.8,5.3,0.0
Cc1ccccc1-n1c(SCC(=O)N2CCN(c3ccccn3)CC2)nnc1N1CCOCC1,5.3,-23.8,5.0,7.5,2.2,13.3,3.5,-0.4,0.4,15.1,0.3
Cc1oc(-c2cccc3ccccc23)nc1CN1CCN(c2ncnc3ccccc23)CC1,31.5,28.3,16.2,68.8*,3.3,16.8,16.5,1.5,13.0,-29.2,3.2
COc1ccccc1CNC(=O)COc1cc(O)c2c(c1)OC(C)(C)CC2=O,20.5,-2.7,-1.9,-19.6,nt,-2.6,-25.8,-0.7,nt,-25.0,0.3
O=C(c1cn(-c2ccccc2)nc1-c1ccncc1)N1CCCCC1,-8.9,4.5,-3.6,-5.2,-0.8,10.4,17.4,1.3,5.9,3.5,0.0
CCOC(=O)c1ccc(NC(=O)C2(N3C(=O)c4ccccc4C3=O)CCCC2)cc1,-5.8,-18.1,3.3,1.3,nt,5.3,4.5,5.3,-2.9,-7.3,0.0
CC(C)CC(NC(=O)OC(C)(C)C)c1cn([C@@H](CCC(=O)OC(C)(C)C)C(=O)N2CCN(C(=O)OC(C)(C)C)CC2)nn1 (stereo not given in full),-19.0,7.5,-18.1,-4.5,3.3,-2.4,2.0,-3.7,6.9,-5.2,0.6
O=C1O[C@@H](c2ccccc2)C[C@@H](O)C(=O)CCCCc2ccccc21,nt,nt,-15.9,10.4,nt,nt,-12.4,-0.6,nt,nt,0.0
Cc1c(Cl)ccc2c1NC(=O)C21NC(CCC(N)=O)[C@H]2C(=O)N(c3ccc(Cl)cc3)C(=O)[C@H]21 (stereo not given in full),4.6,1.4,-7.0,1.6,0.1,18.9,9.5,-1.1,20.3,-4.1,-0.2
O=C(c1ccccc1)N1N=C(c2ccccc2)CC1c1ccccc1 (stereo not given),-8.6,-0.6,-6.4,-5.5,-1.7,28.2,13.7,-0.6,-17.5,-7.6,0.0
COc1ccc(CNC(=O)CN(Cc2ccccc2)C(=O)CCC(=O)Nc2nccs2)cc1,18.6,1.3,-18.6,-4.5,0.3,25.4,3.4,-0.6,3.3,0.4,0.0
Cc1ccc(S(=O)(=O)NN2C(=O)c3ccccc3NC2c2ccco2)cc1 (stereo not given),15.3,6.2,-45.8,-8.8,3.1,9.0,18.7,-1.0,-1.4,6.4,0.2
CS(=O)(=O)N1CCN(c2ccc(NC(=O)c3ccc([N+](=O)[O-])o3)cc2)CC1,97.1*,83.9*,32.4,1.1,nt,103.7*,79.0*,-4.5,74.8*,-65.0*,-0.9
Cc1cccc(NC(=O)CSc2nnc([C@H](C)NC(=O)OC(C)(C)C)o2)c1C,-13.1,-10.4,-12.0,0.6,-2.1,3.4,4.8,0.2,-1.9,1.5,-0.1
CN(c1ccccc1)S(=O)(=O)c1cccc(C(=O)OCC(=O)Nc2ccc(C(N)=O)cc2)c1,16.5,-13.8,23.4,10.6,nt,9.9,10.2,1.1,10.1,-4.0,-0.2
COc1ccc(NC(=S)N(CCCN2CCC(C)CC2)Cc2cccs2)cc1,-2.3,1.9,-5.3,23.7,1.6,14.0,15.0,-0.3,-1.8,-0.6,0.4

# Source: PubChem BioAssay
